MrgX1 allo act = allosterically activates human MrgX1 receptor signaling; MrgX1-HEK293, Fluo-4 calcium flux, FDSS; stronger effect = higher value; 310,000 tested, 0.63% active; B-score at 10 µM; AID 588675; Q96LB2;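 active = plate-corrected calcium response at least 3 library SD above typical, normal starting fluorescence, not activating the receptor alone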;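 note: compound read alongside a low EC10 to EC30 dose of BAM8-22 agonist; peak minus trough fluorescence over baseline measured at the second addition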
RGS4 pot = RGS4 potentiation or activation | HEK293 M3R/inducible RGS4, carbachol calcium flux Fluo4; stronger effect = lower value | B-score at 10 µM | 310,000 tested, 0.92% active;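 active = B-score of the integrated calcium signal more than 4 SD below the library mean, with starting fluorescence not abnormally high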;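 note: negative B-score means reduced calcium response which marks RGS4 activation or potentiation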
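test system = M3R-expressing HEK293 line, RGS4 induced by doxycycline | probe or stimulus = carbachol at ECmax as muscarinic agonist stimulus | timing = dye loading 30 min 37 °C, buffer rest 30 min RT | signal = calcium dye Fluo4 fluorescence | evaluation = B score from integrated fluorescence ratio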
TMEM16A act = mouse TMEM16A channel activation, primary screen; AID 623877; B-score at 10 µM; 340,000 tested, 0.3% active; HEK293 TMEM16A/YFP-H148Q/I152L, iodide quench fluorescence; stronger effect = lower value;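 active = fluorescence-ratio B-score plate-corrected deviation score at least 3 library SD below zero, with starting fluorescence score within 5 deviations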;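 note: channel opened by trigger with iodide after compound preincubation; score built on the fluorescence ratio of max minus min over baseline; more negative score means more quench and so TMEM16A activation or potentiation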
TRPC6 inhibitor = inhibitors of mouse TRPC6 channel; Q61143; HEK293-TRPC6, membrane potential dye, ACh-evoked depolarization; stronger effect = lower value; B-score at 10 µM; 310,000 tested, 1.1% active;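 active = B-score under library mean minus 3 SD, initial fluorescence not abnormally high, positive integrated signal ratio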;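 note: B-score derived from integrated fluorescence ratio over the kinetic read; more negative B-score means stronger inhibition of depolarization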
Target sequence (Q61143 whole entry, looked up): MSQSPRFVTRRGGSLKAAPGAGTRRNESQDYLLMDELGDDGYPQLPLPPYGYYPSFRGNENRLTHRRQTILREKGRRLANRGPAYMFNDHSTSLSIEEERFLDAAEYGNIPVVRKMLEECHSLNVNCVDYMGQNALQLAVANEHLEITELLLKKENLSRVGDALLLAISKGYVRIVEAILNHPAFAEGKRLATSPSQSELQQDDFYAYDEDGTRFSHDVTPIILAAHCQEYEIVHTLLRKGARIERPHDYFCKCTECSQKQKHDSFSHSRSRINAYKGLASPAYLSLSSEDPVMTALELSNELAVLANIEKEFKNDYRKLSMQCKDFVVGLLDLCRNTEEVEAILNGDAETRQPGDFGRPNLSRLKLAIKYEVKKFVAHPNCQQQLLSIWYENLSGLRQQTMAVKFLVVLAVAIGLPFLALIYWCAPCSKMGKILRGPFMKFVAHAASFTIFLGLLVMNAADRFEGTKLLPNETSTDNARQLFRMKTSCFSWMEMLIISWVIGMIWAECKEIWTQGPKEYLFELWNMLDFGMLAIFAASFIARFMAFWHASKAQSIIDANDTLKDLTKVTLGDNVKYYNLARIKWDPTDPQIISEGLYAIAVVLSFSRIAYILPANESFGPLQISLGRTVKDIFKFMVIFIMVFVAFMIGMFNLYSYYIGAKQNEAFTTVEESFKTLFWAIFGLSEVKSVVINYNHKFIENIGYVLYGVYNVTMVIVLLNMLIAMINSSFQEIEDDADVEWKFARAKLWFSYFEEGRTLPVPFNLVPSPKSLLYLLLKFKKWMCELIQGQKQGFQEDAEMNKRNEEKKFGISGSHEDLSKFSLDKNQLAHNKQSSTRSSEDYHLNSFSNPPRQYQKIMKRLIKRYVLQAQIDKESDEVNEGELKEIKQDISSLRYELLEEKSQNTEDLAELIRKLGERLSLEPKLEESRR
SKKanGAS inh = inhibitors of SKKanGAS S. pyogenes growth in kanamycin (SK-promoter or general growth effect); BacTiter-Glo, 6 h; inhibition, % at 7.5 µM; 300,000 tested, 1.3% active;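 active = mean replicate score, as percent of positive control median, at least 50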;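 note: strain carries kanamycin resistance gene driven by streptokinase promoter and grows in 40 µg/ml kanamycin; loss of luminescence reflects streptokinase promoter inhibition or plain growth inhibition; 0% = median of DMSO wells and 100% = positive control at its reference dose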
HDAC3 inhib = human HDAC3 inhibition | O15379 | recombinant HDAC3, fluorogenic peptide/trypsin coupled, fluorescence | inhibition, % at 8.3 µM | 320,000 tested, 0.15% active; in the data active = inhibition above about 26%, passing the limit was not always enough
RGS4 inh = inhibitors of human RGS4; HEK293 M3R/RGS4 inducible, Fluo-4 calcium flux; stronger effect = higher value; triggered by carbachol at its EC20; 310,000 tested, 0.45% active; B-score at 10 µM;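 active = B-score, a plate-corrected calcium signal, over three deviations above library mean, with baseline fluorescence within five deviations of library mean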;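 note: RGS4 expression induced by doxycycline in cells with stable M3 receptor; B-score is computed from the integrated fluorescence ratio over baseline after carbachol; higher B-score means a larger calcium signal and so more RGS4 inhibition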
Target sequence (P49798 whole entry, looked up): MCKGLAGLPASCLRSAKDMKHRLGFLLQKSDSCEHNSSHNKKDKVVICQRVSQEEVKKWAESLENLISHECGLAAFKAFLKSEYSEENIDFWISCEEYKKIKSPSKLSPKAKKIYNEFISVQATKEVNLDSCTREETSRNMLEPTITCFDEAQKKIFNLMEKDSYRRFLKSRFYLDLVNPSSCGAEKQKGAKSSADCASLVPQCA
TMEM16A inh = mouse TMEM16A channel inhibition, primary screen; HEK293 TMEM16A/YFP iodide influx fluorescence, ionomycin; 310,000 tested, 1.2% active; normalized B-score (activity score, 25-100; higher = stronger inhibition) at 10 µM; Q8BHY3;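 active = ratio plate-corrected score three or more library SD toward inhibition, starting fluorescence score within five deviations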;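 note: score derived from kinetic fluorescence span divided by baseline fluorescence per well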
MrgX1 antagonist = antagonists of human MrgX1 receptor; MRGX1-HEK293 calcium flux, Fluo-4, BAM8-22 antagonism; stronger effect = lower value; 310,000 tested, 1.3% active; Q96LB2; B-score at 10 µM;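 active = calcium-response B-score plate-corrected more than 3 library SD below zero, starting fluorescence within 5 deviations, no agonist response on first addition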;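 note: peak minus trough fluorescence over baseline after final BAM8-22 challenge near maximal dose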
MrgX1 agonist = activates human MrgX1 receptor signaling | Q96LB2 | MrgX1-HEK293 cells, Fluo-4 calcium fluorescence, agonist mode; stronger effect = higher value | B-score at 10 µM | 310,000 tested, 0.44% active | AID 588627;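 active = calcium response B-score plate-corrected fluorescence ratio at least 3 library SD, with starting fluorescence B-score inside 5 SD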
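Test system: Stable human MrgX1 HEK293 cell line | Schedule: Overnight plating before 1 h dye loading | Read-out basis: Baseline-normalised fluorescence change ratio, B-scored | Detection: Kinetic calcium dye fluorescence, Fluo-4 NW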
TRPC6 activator = mouse TRPC6 channel activation | B-score at 10 µM | 310,000 tested, 0.13% active | Q61143 | HEK293-TRPC6 membrane potential dye fluorescence; stronger effect = higher value;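 active = B-score of the integrated fluorescence ratio above library mean plus 3 SD, and starting fluorescence ratio within library mean plus 5 SD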;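 note: higher score means more depolarization so channel activation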
* hit, by the source's call; i = inactive; . = not tested or not shown.

SMILES | MrgX1 allo act | RGS4 pot | TMEM16A act | TRPC6 inhibitor | SKKanGAS inh | HDAC3 inhib | RGS4 inh | TMEM16A inh | MrgX1 antagonist | MrgX1 agonist | TRPC6 activator
O=C1CCN(S(=O)(=O)c2ccccc2)N1 | i | i | i | i | 1.4 | 3.0 | i | i | i | i | i
O=C(O)Cn1c(=O)c(F)cn(C2CCCO2)c1=O (stereo not drawn) | i | i | i | i | 4.4 | 0.3 | i | i | i | i | i
Cc1nc(-c2ccccc2Cl)sc1C(=O)/C=C/N(C)C | i | i | i | i | 3.8 | 2.5 | i | i | i | i | i
Cc1ccc2nc(-c3cccc(-c4cccc(Cl)c4)c3)c(NCc3ccccc3)n2c1 | i | i | i | i | 31.4 | 3.2 | i | i | i | i | i
Nc1nnc(-c2ccc(Cl)cc2)s1 | i | i | i | i | -7.6 | -5.7 | i | i | i | i | i
CCC(C)NC(=O)c1cn(C)c(=O)c2cc(OC)c(OC)cc12 (stereo not drawn) | i | i | i | i | 1.0 | 5.2 | i | i | i | i | i
CCC(=O)Nc1ccc(C(=O)CSc2nc(N)cc(N)n2)cc1 | i | i | i | i | -7.0 | 8.4 | i | i | i | i | i
CCCCN1C(=O)C(NC(C)=O)c2cc(Br)ccc21 (stereo not drawn) | i | i | i | i | 4.8 | -0.3 | i | i | i | i | i
O=C(O)c1ncsc1-c1ccccc1 | i | i | i | i | -5.1 | 2.3 | i | i | i | i | i
CC1(c2nnc(-c3ccncc3)o2)CC(c2cccc(Cl)c2)=NO1 (stereo not drawn) | i | i | i | i | -2.3 | 5.4 | i | i | i | i | i
Cc1ccc(OCC(=O)Oc2c(C)cccc2C)cc1 | i | i | i | i | 14.9 | 2.5 | i | i | i | i | i
COc1ccc(C2=NCC(CSc3nnnn3C)S2)cc1 (stereo not drawn) | i | i | i | i | 0.6 | -5.0 | i | i | i | i | i
O=C(O)CNC(=O)c1ccc(NC(=O)/C(=C/c2ccccc2)NC(=O)c2ccco2)cc1 | i | i | i | i | 5.9 | 3.1 | i | i | i | i | i
COc1ccc(CNC(=O)c2ccc(CS(=O)c3ccccc3)o2)cc1 (stereo not drawn) | i | i | i | i | 3.8 | 0.8 | i | i | i | i | i
CCOc1cc(C(N)=O)cc(OCC)c1OCC | i | i | i | i | 1.4 | 3.4 | i | i | i | i | i
CC(=O)Nc1ccc(NC(=O)[C@@H](NC(=O)c2cccc(C)c2)C(C)C)cc1 | i | i | i | i | -8.8 | 0.7 | i | i | i | i | i
CCN1/C(=C2\C(=O)N(C)C(=S)N2C)C=Cc2cc(OC)ccc21 | i | i | i | i | 15.7 | -0.5 | i | i | i | i | i
CCOc1cc(N2CCOCC2)c(OCC)cc1NC(=O)c1cc(-c2ccco2)nc2ccccc12 | i | i | i | i | 32.4 | -1.8 | i | i | i | i | i
Cc1ccc(S(=O)(=O)N2CCCSCC2)cc1 | i | i | i | i | -3.8 | -3.6 | i | i | i | i | i
Cc1cccc(Nc2nnc(SC/C(O)=C(\C#N)c3nc4ccccc4[nH]3)s2)c1 | i | i | i | i | 27.8 | -2.8 | i | i | i | i | i
N#Cc1ccc(COn2nnc3ccccc32)cc1 | i | i | i | i | 1.2 | -1.3 | i | i | i | i | i
O=C(NCCc1ccccc1Cl)C1CC(=O)N(C2CCCCC2)C1 (stereo not drawn) | i | i | i | i | -5.5 | 0.9 | i | i | i | i | i
O=C(Nc1ccc(SC(F)F)cc1)c1cccc2nc3ccccc3nc12 | i | i | i | i | -9.0 | -5.2 | i | i | i | i | i
COc1ccccc1CNC(=O)C(CC(C)C)NS(=O)(=O)c1ccc2c(c1)oc(=O)n2C (stereo not drawn) | i | i | i | i | 0.3 | -9.5 | i | i | i | i | i
COc1cccc(N/C(SCc2ccccc2F)=C(/C#N)C(=O)NCc2cccs2)c1 | i | i | i | i | 8.6 | . | i | i | i | i | i
CCCCc1ccc(NC(=O)N[C@@H](C)C(=O)O)cc1 | i | i | i | i | -2.6 | 7.5 | i | i | i | i | i
CCOC(=O)n1c(=O)n(Cc2ccccc2Cl)c2ccccc21 | i | i | i | i | 2.1 | 0.0 | i | i | i | i | i
O=C(O)c1cccc(CN2C(=O)CSC2=O)c1 | i | i | i | i | -2.7 | -0.1 | i | i | i | i | i
O=C1[C@@H]2C3C=CC(O3)[C@@H]2C(=O)N1c1ccccc1 | i | . | . | . | . | -2.8 | . | i | i | i | .
Cc1cc(C)c2cc3c(N)c(C(=O)N4CCc5ccccc5C4)sc3nc2c1 | i | -7.96* | i | i | 13.5 | 3.5 | i | i | -8.46* | i | i
COc1cc(CCN2C(=O)N[C@@H](CCc3ccccc3)C(C(C)=O)=C2C)cc(OC)c1OC | i | . | . | . | . | -1.2 | . | i | i | i | .
N#Cc1ccc(/C=N/NC(=S)Nc2ccc(S(=O)(=O)N3CCOCC3)cc2)cc1 | i | i | i | i | 8.6 | 1.2 | i | i | i | i | i
CCC1(c2ccccc2)NC(=O)N(CC(=O)NCc2ccc(F)cc2)C1=O (stereo not drawn) | i | i | i | i | -1.7 | 0.2 | i | i | i | i | i
CCN1CCN(C(c2cccc(OC)c2)c2sc3nc(C)nn3c2O)CC1 (stereo not drawn) | i | i | i | i | -19.8 | -4.5 | i | i | i | i | i
O=S(=O)(Nc1nc2c(s1)CCCC2)c1ccc(Br)cc1 | i | i | i | i | 7.4 | -4.9 | i | i | i | i | i
c1coc(CNc2nc(N3CCCCC3)nc3ccccc23)c1 | i | i | . | i | 8.0 | -10.8 | i | i | i | i | i
CCOC(=O)CSc1nnc(CNc2ccc(F)cc2)o1 | i | i | i | i | -3.4 | -1.3 | i | i | i | i | i
C=CCn1c(SCC(=O)Nc2ccc3c(c2)OCCO3)nnc1-c1ccccn1 | i | i | i | i | -6.2 | 13.3 | i | i | i | i | i
CC(C)Sc1nc2c(c(=O)[nH]c(=O)n2C)n1CC(O)COc1ccccc1 (stereo not drawn) | i | i | i | -5.79* | -6.1 | 6.2 | i | i | i | i | i
CCOC(=O)N1CCN(C(=O)CNC(=O)c2ccc(Br)o2)CC1 | i | i | i | i | -6.7 | -6.2 | i | i | i | i | i
CC(C)c1nc2c(s1)CCc1onc(-c3cccc([N+](=O)[O-])c3)c1-2 | i | i | i | i | -6.4 | -4.4 | i | i | i | i | i
COc1ccccc1-n1nnnc1SCC(=O)Nc1ccc(C)c(N)c1 | i | i | i | i | 3.3 | 1.2 | i | i | i | i | i
Nc1c(C(=O)O)cnc2c(-c3ccc(Cl)cc3)cnn12 | i | i | i | i | 1.5 | -15.8 | 7.68* | i | i | i | i
COc1ccccc1-c1nc2cc3ccccc3cc2nc1-c1ccccc1 | i | i | i | i | 28.8 | 4.5 | i | i | i | i | i
NC(=O)CN1CCN(Cc2ccc3c(c2)OCO3)CC1 | i | i | i | i | -0.4 | -1.9 | i | i | i | i | i
CC[C@H](C)[C@@H](NC(=O)O[C@@H]1C(=O)c2cc(Br)ccc2O[C@H]1c1cccc(OC)c1)C(=O)OC | i | . | . | . | . | 5.2 | . | i | i | i | .
O=C(c1cc(-c2cccs2)on1)N1CCN(C(c2ccccc2)c2ccccc2)CC1 | i | i | i | i | 10.5 | 8.9 | i | i | i | i | i
COc1ccc(-n2c(Cn3c(=O)sc4ccccc43)nnc2SCC(N)=O)cc1 | i | i | i | i | -1.2 | 6.2 | i | i | i | i | i
CC(=O)N1CCOc2ccc(S(=O)(=O)N3CCC(C(=O)Nc4cc(C)ccc4C)CC3)cc21 | i | i | i | i | 2.1 | 3.6 | i | i | i | i | i
CNc1oc(-c2ccco2)nc1C#N | i | i | i | i | 8.4 | -37.8 | i | i | i | i | i
O=C(Nc1nncs1)C1CC(=O)N(CCc2ccc(F)cc2)C1 (stereo not drawn) | i | i | i | i | 6.4 | 2.2 | i | i | i | i | i
CCOc1ccccc1NC(=O)NC(=O)N(C)S(=O)(=O)c1ccc(C)cc1 | i | i | i | i | -6.8 | 2.3 | i | i | i | i | i
Cc1nc(CS(=O)(=O)c2ccc(Cl)cc2)cc(Sc2ccc(Cl)cc2)n1 | i | i | i | i | -16.5 | 1.1 | i | i | i | i | i
O=C(Nc1cccc2ccccc12)N1CC=CCC1 | i | i | i | i | -0.2 | 4.6 | i | i | i | i | i
N#Cc1c(C(F)(F)F)cc(-c2ccccc2)nc1SCc1nc(N)nc(N2CCOCC2)n1 | i | i | i | i | 15.1 | 0.9 | i | i | i | i | i
COc1cccc(CN2CCN(Cc3ccc4c(NC(C)=O)cccc4n3)CC2CCO)c1 (stereo not drawn) | i | i | i | i | -5.9 | 9.9 | i | i | i | i | i
CSc1nc(C)c(Oc2ccccc2)c(=O)n1C | i | i | i | i | 7.6 | -4.7 | i | i | i | i | i
CC1(C)C(C=C(Cl)Cl)C1C(=O)N1CCN(Cc2ccccc2)CC1 (stereo not drawn) | i | i | i | i | -3.4 | 15.2 | i | i | i | i | i
CC(C)(C)c1cc(NC(=O)NN2CCOCC2)nn1-c1c(Cl)cc(Cl)cc1Cl | i | i | i | i | -2.5 | . | i | i | i | i | i
CCOC(=O)c1c(C)n(C)c2ccc(OCC(O)CN3CCCCCC3)cc12 (stereo not drawn) | i | i | i | i | -1.9 | -0.6 | i | i | i | i | i
Following part.
SMILES | MrgX1 allo act | RGS4 pot | TMEM16A act | TRPC6 inhibitor | SKKanGAS inh | HDAC3 inhib | RGS4 inh | TMEM16A inh | MrgX1 antagonist | MrgX1 agonist | TRPC6 activator
COc1ccccc1NC(=O)Cn1cnc2c1c(=O)n(C)c(=O)n2C | i | i | i | i | -5.3 | 1.2 | i | i | i | i | i
COc1ccc(C(=O)NC(=S)Nc2cccnc2)cc1Cl | i | i | i | i | -7.9 | -4.9 | i | i | i | i | i
CSCC[C@H](NC(=O)C1CCC(CNC(=O)[C@@H]2CCCN2C(=O)OC(C)(C)C)CC1)C(=O)O (stereo partly drawn) | i | i | i | i | -6.7 | -2.6 | i | i | i | i | i
COc1ccc(-c2nnc3n(CCc4ccccc4)c(=O)c4ccccc4n23)cc1OC | i | i | i | i | 4.7 | 6.1 | i | i | i | i | i
Cc1ccc(NC(=O)c2cccc3c2C(=O)N(C2CCCCC2)C3)c(Cl)c1 | i | i | i | i | -1.1 | -16.1 | i | i | i | i | i
CCOc1ccc(S(=O)(=O)NCC(c2ccc3c(c2)OCO3)N2CCN(C)CC2)cc1 (stereo not drawn) | i | i | i | i | -7.6 | -2.0 | i | i | i | i | i
N#C/C(=C\c1ccc(OC(=O)c2ccccn2)cc1)C(N)=O | i | i | i | i | 7.8 | 8.6 | i | i | i | i | i
COc1ccccc1N1CCN(C(=O)c2oc3c(c2C)C(=O)CC(C)(C)C3)CC1 | i | i | i | i | -0.8 | -3.1 | i | i | i | i | i

High-throughput results as filed in PubChem BioAssay.
